# TNAP inh hi DEA: inhibitors of human TNAP at high phosphate acceptor concentration; hit rate 0.03% among 200,000; purified TNAP, CDP-star luminescence, 1 M DEA; AID 1135; P05186; inhibition, % at 20 µM;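 active = over 50% inhibition of tissue-nonspecific alkaline phosphatase at 20 µM in the single-dose screen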;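 note: plate controls were DMSO wells for no effect and EDTA-quenched wells as full inhibition for full effect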
# Target sequence (P05186 whole entry, looked up): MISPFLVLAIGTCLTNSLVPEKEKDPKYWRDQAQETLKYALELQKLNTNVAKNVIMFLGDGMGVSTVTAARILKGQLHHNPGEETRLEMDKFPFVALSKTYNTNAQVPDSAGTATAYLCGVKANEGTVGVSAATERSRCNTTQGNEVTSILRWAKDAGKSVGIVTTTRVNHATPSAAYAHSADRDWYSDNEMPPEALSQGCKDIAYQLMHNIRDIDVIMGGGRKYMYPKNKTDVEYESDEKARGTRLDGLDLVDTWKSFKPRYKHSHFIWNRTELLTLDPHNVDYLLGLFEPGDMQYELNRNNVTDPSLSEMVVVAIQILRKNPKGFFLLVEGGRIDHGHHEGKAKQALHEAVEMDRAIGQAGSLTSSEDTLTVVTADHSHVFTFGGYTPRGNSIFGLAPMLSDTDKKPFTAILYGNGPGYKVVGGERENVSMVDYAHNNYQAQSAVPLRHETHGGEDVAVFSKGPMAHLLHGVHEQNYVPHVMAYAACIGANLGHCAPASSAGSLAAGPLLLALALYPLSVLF
# PPARg SRC-1 ag: PPARgamma-driven SRC-1 recruitment agonism. P37231. PPARgamma-SRC-1 coactivator recruitment biochemical assay. activation, % at 8 µM. hit rate 0.41% among 200,000; in the data active = activation above about 19%;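 note: 0% = DMSO and 100% = reference agonist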
# Target sequence (P37231 whole entry, looked up): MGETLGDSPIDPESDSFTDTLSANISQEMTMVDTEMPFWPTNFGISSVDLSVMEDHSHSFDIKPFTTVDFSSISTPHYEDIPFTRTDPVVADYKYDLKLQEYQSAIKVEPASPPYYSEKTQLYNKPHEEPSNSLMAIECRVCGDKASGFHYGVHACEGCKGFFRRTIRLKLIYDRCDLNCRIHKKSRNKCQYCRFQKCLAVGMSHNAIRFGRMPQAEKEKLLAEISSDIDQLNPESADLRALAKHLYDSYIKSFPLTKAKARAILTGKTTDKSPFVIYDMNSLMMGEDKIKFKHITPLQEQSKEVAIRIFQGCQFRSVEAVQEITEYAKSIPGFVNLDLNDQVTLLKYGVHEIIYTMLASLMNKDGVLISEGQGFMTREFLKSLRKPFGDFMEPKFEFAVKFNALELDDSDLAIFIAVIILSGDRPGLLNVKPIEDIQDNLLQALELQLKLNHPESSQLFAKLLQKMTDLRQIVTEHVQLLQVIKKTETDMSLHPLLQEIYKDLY
# bIAP inhibitor: intestinal alkaline phosphatase (bovine) inhibition; 190,000 tested, under 10 active; inhibition, % at 20 µM; purified bovine IAP, CDP-star luminescence, 30 min;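 active = over 50% inhibition of intestinal alkaline phosphatase at 20 µM in the single-dose screen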
#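 Assay system: bovine IAP enzyme; medium: DEA buffer 100 mM, pH 9.8, with MgCl2 1.0 mM, ZnCl2 0.02 mM; doses: 20 µM single dose; incubation: enzyme reaction for 30 min at room temperature; detection: CDP-star luminescence signal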
# TR-FRET SRC-2 ct: flags TR-FRET format artefacts in PPARgamma SRC-2 recruitment agonist screen | TR-FRET artefact counter-screen; active compounds read high | TR-FRET ratio at 8 µM | hit rate 0.4% among 200,000 | AID 1049; in the data active = TR-FRET ratio above about 2000; note: inactives centre near 1500
# bIAP act: intestinal alkaline phosphatase (bovine) activation. purified bovine IAP, CDP-star luminescence, 30 min; active compounds read high; fold of DMSO-control signal, blank-subtracted. activation factor at 20 µM. hit rate 0.17% among 200,000. AID 1016;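 active = activation factor of 2 or more at 20 µM, a signal rise over negative controls twice the positive control's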
# TNAP inh noacc: TNAP (human) inhibition, acceptor-free conditions | hit rate 0.26% among 200,000 | AID 1012 | purified TNAP, CDP-star luminescence, 30 min | inhibition, % at 20 µM;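 active = tissue-nonspecific alkaline phosphatase inhibition above about 50% at 20 µM in the single-dose screen, limit read from the data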;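 note: 0% = DMSO negative control and 100% = EDTA positive control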
# PPARg SRC3 recr: agonists of human PPARgamma SRC-3 coactivator recruitment. P37231. biochemical PPARgamma/SRC-3 coactivator recruitment assay. activation, % at 8 µM. hit rate 0.26% among 200,000. AID 731; in the data active = activation above about 23%;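 note: 0% = DMSO and 100% = reference agonist; some compounds past the cut are filed as inactive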
# PPARg SRC-2 ag: promotes SRC-2 coactivator recruitment by human PPARgamma; hit rate 0.34% among 200,000; activation, % at 8 µM; PPARgamma LBD-SRC-2 recruitment, biochemical; AID 1032; P37231; in the data active = activation above about 22%;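 note: 0% = vehicle and 100% = reference agonist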
# TNAP act hiacc: increases human TNAP activity under high phosphate acceptor concentration; purified TNAP, CDP-star luminescence, 1 M DEA, 30 min; active compounds read high; 0 = EDTA background, 1 = DMSO-only activity; AID 1136; activation factor at 20 µM; 200,000 tested, under 10 active;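 active = activation factor at least 2 at 20 µM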
#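 Control set: EDTA negative control, DMSO positive control / Assay system: human TNAP / Quantity: TNAP 1/800 final / Evaluation: TNAP activation factor scaled between EDTA and DMSO control wells / Measured by: luminescent substrate turnover signal / Compound dosing: one dose, 20 µM / Times: 30 min enzyme reaction at room temperature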
# Efa HMGR inh: E. faecalis class II HMG-CoA reductase inhibition | purified E. faecalis HMGR, NADPH absorbance 340 nm kinetic | inhibition, % at 10 µM | hit rate 0.41% among 190,000;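 active = inhibition above a set limit, the median over all tested compounds plus 3 SD, cut at about 9.5% in these data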;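 note: enzyme runs in reverse so mevalonate oxidation gives rising NADPH absorbance; 0% = complete reaction with DMSO and 100% = background rate lacking mevalonate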
# The depositor's hits bear a star; x = no result given.
entry	smiles	PPARg SRC3 recr	TNAP inh hi DEA	PPARg SRC-1 ag	TR-FRET SRC-2 ct	TNAP inh noacc	TNAP act hiacc	Efa HMGR inh	bIAP inhibitor	PPARg SRC-2 ag	bIAP act
1	COc1ccc(Nc2nc3ccccc3nc2-n2nc(C)cc2C)cc1	-1	-2	-2	1694	-2	1	-2	18	0	0.8
2	CCN(CCC(=O)Nc1cc(OC)cc(OC)c1)Cc1ccccc1	6	0	-6	1707	-9	1	-10	-5	2	1
3	CCNc1nc(SCC(=O)Nc2ccc(Cl)c(Cl)c2)nc(N(C)C)n1	4	-5	5	1442	-13	1	1	14	-1	0.9
4	CCOC(=O)CSc1nc(C(C)(C)C)cc(C(F)(F)F)c1C#N	3	-7	4	1467	-10	1.1	-6	0	1	1
5	O=C(NCCOc1ccc(F)cc1)c1ccccc1SCc1ccccc1	-2	4	2	1630	-10	1	-6	9	10	0.9
6	COc1ccc(S(=O)(=O)N2CCN(c3ccc(C)cc3C)CC2)cc1OC	2	1	4	1448	-6	1	-2	0	4	1
7	Cc1cc(=O)oc(C)c1C(=O)NCCC1=CCCCC1	-5	1	3	1576	-4	1	-1	5	9	1
8	CC1=C(C#N)C(c2ccc3ncccc3c2)C(C#N)=C(C)N1	-5	0	-1	1483	-1	1	0	4	6	1
9	CCc1ccccc1NC(=O)c1noc(C(C)C)c1[N+](=O)[O-]	3	8	-6	1484	1	0.9	-2	-9	-1	1.1
10	Cc1cc(-c2nnc(SCC(=O)NC3CCCC3)o2)no1	2	-8	10	1561	-10	1.1	-4	5	1	1
11	Cc1ccc(C2(C)NC(=O)N(CC(=O)Nc3c(C)n(C)n(-c4ccccc4)c3=O)C2=O)cc1 (stereo not given)	0	0	2	1515	-5	1	13*	3	11	1
12	CCCNS(=O)(=O)c1ccc(OCC(=O)NCCCOC)cc1	-5	-6	-4	1478	-12	1.1	x	-21	1	1.2
13	O=C(Nc1ccccc1)c1nnsc1S(=O)(=O)c1ccc(Cl)cc1	9	-6	9	1593	-1	1.1	-1	26	3	0.7
14	O=C(NNC(=S)NC(=O)c1cn(-c2ccccc2)nc1-c1ccccc1)c1ccncc1	6	2	7	1627	-88	1	-1	-25	1	1.2
15	N=C1S/C(=C\c2ccco2)C(=O)N1c1ccc2c(c1)OCO2	6	4	4	1409	-9	1	2	-6	5	1.1
16	COc1ccc(NC(=S)N(CCCN2CCCC(C)C2)Cc2cccs2)cc1 (stereo not given)	2	-1	-2	1561	-8	1	0	-4	-6	1
17	CC1CC(C)CN(C(=O)Cc2c(C(=O)O)[nH]c3ccc(Cl)cc23)C1 (stereo not given)	3	-5	1	1652	-7	1.1	-4	6	-7	0.9
18	O=C(Cn1nc(Cc2cccnc2)c2ccccc2c1=O)NCC1CCCO1 (stereo not given)	1	0	-2	1644	-11	1	1	9	7	0.9
19	COc1cc(C2C3=C(CCCC3=O)Nc3ccc4ncccc4c32)ccc1O (stereo not given)	4	-6	8	1867	-4	1.1	-3	-8	11	1.1
20	O=C1CSC(=Nc2ccccc2)N1Cc1ccccc1	1	6	-3	1538	6	0.9	-4	8	-3	0.9
21	COc1cnn(-c2ccccc2)c(=O)c1N(C)C	26*	-4	-4	1421	-10	1	-5	0	-5	1
22	O=C1CN(C(=O)c2ccc(Br)o2)C(c2ccccc2)c2cc(Cl)ccc2N1 (stereo not given)	4	-5	-3	1668	-13	1	0	-10	0	1.1
23	Cc1ccccc1C(=O)Nc1cccc(N)c1	5	-1	3	1464	-10	1	-3	16	4	0.8
24	Cc1ccc(NC(=O)CCN2C(=O)CSC2=O)cc1	18	-5	0	1306	-13	1	-4	-7	2	1.1
25	NC(=NC(=O)c1ccccc1)N1CCOCC1	-5	-4	1	1359	-15	1	x	4	11	1

# Overlap with the part before: 4 entries, then new ones.
entry	smiles	PPARg SRC3 recr	TNAP inh hi DEA	PPARg SRC-1 ag	TR-FRET SRC-2 ct	TNAP inh noacc	TNAP act hiacc	Efa HMGR inh	bIAP inhibitor	PPARg SRC-2 ag	bIAP act
22	O=C1CN(C(=O)c2ccc(Br)o2)C(c2ccccc2)c2cc(Cl)ccc2N1 (stereo not given)	4	-5	-3	1668	-13	1	0	-10	0	1.1
23	Cc1ccccc1C(=O)Nc1cccc(N)c1	5	-1	3	1464	-10	1	-3	16	4	0.8
24	Cc1ccc(NC(=O)CCN2C(=O)CSC2=O)cc1	18	-5	0	1306	-13	1	-4	-7	2	1.1
25	NC(=NC(=O)c1ccccc1)N1CCOCC1	-5	-4	1	1359	-15	1	x	4	11	1
26	CCCn1c(SCc2cc(=O)oc3ccc4ccccc4c23)n[nH]c1=O	5	-6	2	1465	8	1.1	-3	-16	8	1.2
27	Cc1cccnc1NC(=O)CCCN1C(=O)c2ccccc2C1=O	11	-4	-4	1494	-6	1	-5	3	0	1
28	COCC(C)NCc1ccc(OC)c(Br)c1 (stereo not given)	2	-1	0	1520	4	1	1	-13	-2	1.1
29	CCCCCc1c(C)nc(NCc2ccccc2)[nH]c1=O	6	-10	0	1590	-1	1.1	-3	26	5	0.7
30	c1cncc(CSc2nnc3ccc(-c4ccco4)nn23)c1	2	-4	0	1694	-8	1	-2	3	0	1
31	CC(C)COc1ccc(C(=O)NCc2ccco2)cc1	6	-6	-2	1559	-11	1.1	-3	8	15	0.9
32	Cc1c2ccccc2nc2c(F)c(N(C)C)c(F)c(F)c12	6	-2	-1	1612	-4	1	-8	19	4	0.8
33	O=C(Cc1cccs1)NCc1cn2ccccc2n1	-8	-6	4	1636	-4	1.1	1	10	6	0.9
34	CC(OC(=O)c1ccccc1NS(=O)(=O)c1cccc(C(F)(F)F)c1)C(=O)N(C)Cc1ccccc1 (stereo not given)	2	1	8	1577	-11	1	-1	17	5	0.8
35	CCOC(=O)C/C(C)=N/NC(=O)C1CC1(c1ccccc1)c1ccccc1 (stereo not given)	3	-1	1	1478	-10	1	0	12	-2	0.9
36	CC(=O)c1sc(NC(=O)COc2c(C)cc(Cl)cc2C)nc1C	0	2	-2	1544	5	1	0	-5	-6	1
37	COc1ccc(NC(=S)Nc2ccccc2)c(OC)c1	-1	-5	-7	1550	-10	1	5	9	-9	0.9
38	O=C(Cc1ccccc1)NC(NC(=O)Cc1ccccc1)c1cccc([N+](=O)[O-])c1	4	-1	-2	1719	-4	1	1	-9	12	1.1
39	CCOC(=O)c1sc(NC(=O)C(C)Sc2nnc(N)s2)nc1C (stereo not given)	8	-4	4	1538	-4	1	-4	1	4	1
40	Cc1ccc(C)c(C(=O)CSc2nnnn2-c2cccnc2)c1	-5	4	-4	1313	-5	1	-1	8	-5	0.9
41	Cc1cc(C)nc(Sc2ccc(/C=C(\C#N)C(N)=O)o2)n1	2	-8	-3	1548	-12	1.1	0	14	-4	0.9
42	Cc1ncc(CN2CCCC(CCC(=O)NCc3ccc(F)c(F)c3)C2)s1 (stereo not given)	0	-4	3	1495	-5	1	0	0	4	1
43	COc1ccc(C(=O)N[C@H]2COC(C)(C)O[C@H]2c2ccccc2)cc1	9	-8	3	1564	-2	1.1	-5	2	6	1
44	Cc1ccc(NC(=O)c2ccc3nc[nH]c3c2)c(O)c1	-9	0	8	1482	-21	1	16*	-25	-6	1.3
45	O=C(/C=C/c1ccc(OCCCF)cc1)NCc1ccc(Cl)cc1	1	0	1	1555	-8	1	3	14	9	0.9
46	CC(C)CNC(=S)N1CCC(NC(=O)C23CC4CC(CC(C4)C2)C3)CC1	9	-1	2	1587	-8	1	-8	-4	3	1
47	CC(=O)Nc1ccc(NC(=O)C(C)OC(=O)c2ccccc2C(=O)c2ccc(Cl)c([N+](=O)[O-])c2)cc1 (stereo not given)	0	0	5	1674	-13	1	-2	4	-1	1
48	N#CC(=C1N=c2ccccc2=N1)c1c(O)[nH]c2ccccc12	0	-5	0	1518	7	1	1	30	4	0.7
49	O=C(NCCc1ccccc1)c1ccc(-n2cnnn2)cc1	5	-3	4	1631	-6	1	0	6	7	0.9
50	COc1ccc2cc(C(c3nnnn3C3CCCC3)N3CCOCC3)c3nnnn3c2c1 (stereo not given)	-2	-5	-2	1594	-6	1	-4	-21	-3	1.2

# Sorted by the number under Efa HMGR inh (lowest first): 3 from the list above
nr | molecule | Efa HMGR inh
39 | CCOC(=O)c1sc(NC(=O)C(C)Sc2nnc(N)s2)nc1C (stereo not given) | -4
47 | CC(=O)Nc1ccc(NC(=O)C(C)OC(=O)c2ccccc2C(=O)c2ccc(Cl)c([N+](=O)[O-])c2)cc1 (stereo not given) | -2
36 | CC(=O)c1sc(NC(=O)COc2c(C)cc(Cl)cc2C)nc1C | 0

# New compounds follow.
entry	smiles	PPARg SRC3 recr	TNAP inh hi DEA	PPARg SRC-1 ag	TR-FRET SRC-2 ct	TNAP inh noacc	TNAP act hiacc	Efa HMGR inh	bIAP inhibitor	PPARg SRC-2 ag	bIAP act
51	Cc1cc(N2CCOCC2)n2ncc(-c3ccccc3)c2n1	7	-3	8	1762	-8	1	-1	10	10	0.9
52	O=C(Nc1ccccc1N1CCN(c2ccccc2)CC1)C12CC3CC(CC(C3)C1)C2	-16	-6	0	1412	-5	1.1	-3	-4	6	1
53	O=C(Cc1cn2ccsc2n1)Nc1cccc2cnccc12	-2	-9	-3	1520	-7	1.1	0	5	-3	1
54	CCc1ccc(NC(=O)N(CCCOC(C)C)C2CCN(C(C)=O)CC2)cc1	-8	-4	3	1538	-17	1	-1	-4	-4	1
55	COc1ccccc1OCC(O)Cn1c(Br)nc2c1c(=O)[nH]c(=O)n2C (stereo not given)	8	-6	3	1860	-11	1.1	-3	-2	1	1
56	CCN1CCC2(CCN(Cc3cn[nH]c3-c3ccc(OC)c(F)c3)C2)C1 (stereo not given)	7	-6	12	1729	23	1.1	3	-3	6	1
57	Cc1ccccc1OCCn1cnc2c(N)ncnc21	2	-4	0	1228	-8	1	4	7	-8	0.9
58	O=C(Nc1ccc(-c2nc3cccnc3s2)cc1)C1CCCO1 (stereo not given)	1	-1	5	1525	-1	1	-4	2	9	1
59	COc1ccc(S(=O)(=O)NCC(c2cccnc2)N2CCN(C)CC2)cc1C (stereo not given)	11	-1	2	1444	-9	1	-4	6	6	0.9
60	CCOc1ccc(S(=O)(=O)N2CCN(S(=O)(=O)c3ccc(OCC)cc3)C(C)C2)cc1 (stereo not given)	-4	-5	1	1210	-15	1.1	4	12	-4	0.9
61	Cc1ccc2nc(SCC(=O)N3CCCC3)[nH]c2c1	5	-5	-3	1559	-9	1	0	3	1	1
62	O=C(Cn1ncc(Cl)c(Cl)c1=O)c1ccc(Cl)cc1	-3	-1	-2	1364	-9	1	-1	16	-4	0.8
63	CCOP(=O)(OCC)c1nc(-c2ccc(Cl)cc2)oc1NCc1ccccc1	-1	1	5	1698	-1	1	0	-15	8	1.2
64	O=C(COc1cccc2cccnc12)NNC(=S)Nc1ccccc1	4	-3	4	1507	-46	1	-3	-63	-6	1.6
65	COc1ccc(-c2cc(-c3ccc(F)cc3)nc(N3CCN(C)CC3)n2)cc1	-8	x	2	1544	x	x	0	x	-7	x
66	COC(=O)C(=NNc1c(C)n(C)n(-c2ccccc2)c1=O)C(=O)OC	-1	2	4	1612	-1	1	4	3	5	1
67	Cc1ccc(NC(=O)CSc2ccccc2NC(=O)c2ccccc2)cc1Cl	-1	-4	1	1496	-16	1	1	18	5	0.8
68	CCOC(=O)c1c(Nc2nc(C)c(C(=O)NC)s2)sc(C)c1C	14	3	8	1592	-14	1	-4	3	9	1

# Outcome played no part in choosing rows (roughly 1.6% active in at least one column).
